Assay outcomes as filed in PubChem.
hERG WT inh: KCNH2 (human, wildtype) channel inhibition. 0.37% of 340,000 active. U2OS, BacMam KCNH2, thallium flux FluxOr; hits give low values. activity change, % at 1.84 µM. Q12809;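 active = maximum activity change below -70%; inconclusive = maximum activity change between -70% and -50%; inactive = maximum activity change above -50%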
Target sequence (Q12809 whole entry, looked up): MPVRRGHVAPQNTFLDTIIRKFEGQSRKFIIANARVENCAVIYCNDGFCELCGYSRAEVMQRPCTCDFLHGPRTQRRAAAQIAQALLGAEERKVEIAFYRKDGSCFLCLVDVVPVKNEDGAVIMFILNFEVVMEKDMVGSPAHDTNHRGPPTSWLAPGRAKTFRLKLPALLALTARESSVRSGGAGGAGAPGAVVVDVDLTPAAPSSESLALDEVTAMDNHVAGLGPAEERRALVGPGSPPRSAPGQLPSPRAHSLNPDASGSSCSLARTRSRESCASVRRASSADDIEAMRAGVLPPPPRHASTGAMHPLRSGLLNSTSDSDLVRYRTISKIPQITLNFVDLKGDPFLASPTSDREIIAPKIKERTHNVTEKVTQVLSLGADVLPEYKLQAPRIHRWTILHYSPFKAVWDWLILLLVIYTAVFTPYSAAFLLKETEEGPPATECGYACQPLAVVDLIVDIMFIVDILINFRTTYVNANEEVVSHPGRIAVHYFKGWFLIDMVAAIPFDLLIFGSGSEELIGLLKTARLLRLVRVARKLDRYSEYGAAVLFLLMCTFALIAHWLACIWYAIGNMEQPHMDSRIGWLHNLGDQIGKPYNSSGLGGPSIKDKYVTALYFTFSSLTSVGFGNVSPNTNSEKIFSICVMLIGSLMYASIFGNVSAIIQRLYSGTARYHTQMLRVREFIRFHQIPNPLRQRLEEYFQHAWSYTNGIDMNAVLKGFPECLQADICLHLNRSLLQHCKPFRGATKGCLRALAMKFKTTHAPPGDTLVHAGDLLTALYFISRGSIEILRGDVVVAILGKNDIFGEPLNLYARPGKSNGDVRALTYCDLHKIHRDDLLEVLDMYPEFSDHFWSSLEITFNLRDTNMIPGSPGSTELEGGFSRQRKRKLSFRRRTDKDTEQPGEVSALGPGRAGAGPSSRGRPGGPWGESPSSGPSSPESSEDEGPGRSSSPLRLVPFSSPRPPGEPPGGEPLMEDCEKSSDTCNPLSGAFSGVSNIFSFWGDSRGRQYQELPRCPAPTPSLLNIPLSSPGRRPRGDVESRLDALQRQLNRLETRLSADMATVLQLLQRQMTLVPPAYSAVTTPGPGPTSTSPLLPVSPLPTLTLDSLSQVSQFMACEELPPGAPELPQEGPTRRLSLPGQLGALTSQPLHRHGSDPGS
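U2OS cells transduced with wild-type KCNH2 virus are loaded with FluxOr dye for 45 min, and thallium flux is measured in kinetic reads before and after stimulation buffer. Rate constants are normalized to DMSO controls.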
uPA generation: inhibitors of cell surface uPA generation | AID 540303 | Potency, µM (top dose mostly 38.3 µM), inactives show at the top dose activity change, negative = inhibition, most hits filed as inhibitors | cell surface uPA generation assay, qHTS | 0.31% of 330,000 active; active = well fitted inhibition curve with a large enough effect; inconclusive = small, poorly fitted or top-dose-only effect; inactive = no such curve, though single readings can be large or run the other way; tested in mouse RAW 264.7 cells; note: potency is the fitted concentration of half-maximal effect; nearly all actives have a fitted effect of over 55% in size
KCNH2 3.1 block: inhibitors of human KCNH2 3.1 potassium channel isoform. U2OS KCNH2 3.1, thallium flux FluxOr; hits give low values. activity change, % (tested at about 1.8 µM). 0.95% of 340,000 active. AID 720553;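 active = maximum activity change below -70%; inconclusive = maximum activity change from -70% to -50%; inactive = maximum activity change above -50%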;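 note: thallium influx rate constant from kinetic fluorescence after stimulation buffer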
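Normalized rate constant (relative to positive and negative DMSO controls) derived from a 2 min kinetic fluorescence read after stimulation; U2OS cells expressing the 3.1 isoform via virus at 1.77 x 10^8 /mL.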
Giardia killer: kills Giardia lamblia. activity change, % at 7.66 µM, hits read low. 0.15% of 340,000 active. AID 540267. Giardia lamblia trophozoite viability; in the data active = activity change below about -80%; inconclusive = between about -30% and that limit;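 note: parasites exposed to compound for two days anaerobically before the ATP read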
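Compounds were tested on trophozoites seeded at 100 cells/well and held 48 hrs at 37 deg C anaerobically. An ATP-based luminescent kit measured the remaining live cells.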
Numbers without * were called inactive; u = inconclusive; [ ] = another dose, or the depositor's remark. % is set by controls: 0 for no effect and ±100 for the full control effect. Only part of the results is shown, so the mix of outcomes need not match the whole.

1) O=C1NCCN(CC2CCN(CCC3CCCC3)CC2)C1=O
2) Nc1cc(N)c2c(c1)C(=O)c1ccccc1-2
3) CCN1C[C@@H]2[C@@H]3C(=O)N(Cc4ccccc4)C(=O)[C@@H]3[C@](C)(C1=O)N2C(=O)c1ccc(C(F)(F)F)cc1
4) CC(C)(C)OC(=O)N1CCCC(C(=O)Nc2ccc(C(=O)NC3CC3)cc2)C1 (centres undefined)
5) CCOc1ccccc1C(=O)NCCNC(=O)c1ccccc1OCC
6) CC(C)C[C@@H](CO)NC(=O)CC[C@H](NC(=O)OC(C)(C)C)C(=O)N(Cc1ccccc1)Cc1ccccc1
7) CN(C)c1ccc(C=NNC(=O)c2cccnc2)cc1
8) Cc1nc(SCC(=O)Nc2c(C)n(C)n(-c3ccccc3)c2=O)[nH]c(=O)c1C

assay / compound	1	2	3	4	5	6	7	8
hERG WT inh	-9	-131*	-29	0	4	-13	-6	-13
uPA generation	7%	0%	4%	4%	-9%	-4%	-2%	7%
KCNH2 3.1 block	-10	-198*	-2	-35	4	0	-2	-1
Giardia killer	2	-3	23	1	-11	15	-25	5

9) CN(CCc1ccccc1)C(=O)c1ccc(NC(=O)Cc2ccc(NC(=O)C3CCCN(C(=O)C4CCC4)C3)cc2)cc1 (centres undefined)
10) CC(C)(C)NS(=O)(=O)c1cccc2nsnc12
11) O=C(OCCc1ccccn1)c1cccc([N+](=O)[O-])c1
12) O=C(NCCc1ccccc1)[C@@H]1CC=C[C@@H]2CCN(C3CCCCC3)C(=O)[C@@H]21
13) CCC(c1ccc(O)c(O)c1)C(CC)c1ccc(O)c(O)c1 (centres undefined)
14) O=C1C(=O)c2c(ccc3ccccc23)-c2ccccc21
15) Cc1ccc(S(=O)(=O)N(C)c2ccc(OCC(=O)Nc3cc(C(=O)O)ccc3Cl)cc2)cc1
16) Cc1cc(Oc2cccc3c2S(=O)(=O)N(C2CCCC2)CC(COCc2ccccc2)O3)cc(C)c1C (centres undefined)

assay / compound	9	10	11	12	13	14	15	16
hERG WT inh	-2	-5	1	3	2	-1	4	-1
uPA generation	11%	1%	2%	9%	1%	-11%	-30%	1%
KCNH2 3.1 block	-17	11	8	-6	9	6	-7	-46
Giardia killer	11	-5	-2	-19	-2	0	4	-5

Screen by screen, from the results shown.
Compounds 9–16 in Giardia killer: 11, -5, -2, -19, -2, 0, 4, -5

(more compounds)
17) CCOc1ccc(CCN2C(=O)C(=O)N([C@@H](CC(C)C)CN3CCC[C@@H]3CN3C(=O)C(=O)NC[C@@H]3Cc3ccccc3)C[C@@H]2CC(C)C)cc1
18) COc1cc(-c2nnc3sc(-c4ccncc4)nn23)cc(OC)c1OC
19) CCC1([N+](=O)[O-])COC(c2ccc(C)cc2)OC1 (centres undefined)
20) CN(C)Cc1cc(C(F)(F)F)ccc1C(O)(c1ccccc1)c1ccccc1
21) [O-]C1=N[N+](=C(c2ccccc2)c2ccccc2)C1
22) COC(=O)C1CCN(C(=O)C2CC(=O)N(c3ccc(C)c(Cl)c3)C2)CC1 (centres undefined)
23) NC(=O)C1(N2CCCCC2)CCN(S(=O)(=O)c2ccccc2)CC1
24) O=C1C=CC(=O)c2c(O)c(N3CCN(CCOCCO)CC3)c(Br)c(O)c21

assay / compound	17	18	19	20	21	22	23	24
hERG WT inh	3	2	3	10	-22	2	5	3
uPA generation	u	3%	3%	1%	-1%	4%	0%	-10%
KCNH2 3.1 block	15	3	28	12	-1	23	5	6
Giardia killer	21	-2	-19	7	-19	-3	-1	14

25) CC(=O)c1cc(C#N)c(Oc2ccc(Cl)cc2Cl)nc1C
26) O=C(O)c1ccccc1-c1ncc(-c2ccccc2)o1
27) Cc1cc(N2C(=O)C(=O)/C(=C(/O)c3ccccc3)C2c2cccc(Br)c2)no1 (centres undefined)
28) CN(C)CCOC1c2ccccc2CCc2ccc3ccccc3c21 (centres undefined)
29) Cc1cccc(OCCCCN2CCNCC2)c1
30) CN(C(=O)c1cccc(NC(=O)Cc2cccc(NC(=O)C3CCCN(C(=O)C4CCC4)C3)c2)c1)C1CCC1 (centres undefined)
31) CC[C@]12C(=O)N(C)C[C@H]([C@@H]3C(=O)N(Cc4ccccc4)C(=O)[C@@H]31)N2C(=O)c1ccccc1
32) S=c1[nH]nc(COc2ccccc2)n1-c1ccc(Cl)cc1

assay / compound	25	26	27	28	29	30	31	32
hERG WT inh	16	-2	-6	2	10	-7	3	-17
uPA generation	3%	-1%	2%	-9%	-5%	13%	7%	-6%
KCNH2 3.1 block	-11	-3	5	-4	0	1	9	2
Giardia killer	0	-4	-15	-7	-8	-24	-17	-6

33) CCOC(=O)c1ccc(NC(=O)C2(N3C(=O)c4ccccc4C3=O)CCCC2)cc1
34) C=CC(=O)Nc1cccc(Nc2nc(N[C@H]3CC[C@H](N(C)C)CC3)nc3c2ncn3C(C)C)c1
35) O=C(Nc1cc(S(=O)(=O)N2CCOCC2)ccc1N1CCCC1)c1ccccc1C(F)(F)F
36) CCOc1ccc(/C=C(\C#N)C(=O)NC2CC2)c(OCC)c1
37) COc1ccc(N(CC(=O)NCc2cccnc2)S(=O)(=O)c2ccccc2)c(OC)c1
38) Cc1noc(C)c1COc1ccccc1C(=O)NC(C)CCc1ccccc1 (centres undefined)
39) Oc1ccccc1C=NCCN1CCN(CCN=Cc2ccccc2O)C1c1ccccc1O (centres undefined)
40) COc1cccc(NC(=S)N2CCC(C(=O)c3ccc(F)cc3)CC2)c1

assay / compound	33	34	35	36	37	38	39	40
hERG WT inh	-1	-5	-9	-12	6	1	3	-9
uPA generation	2%	u	8%	-1%	-3%	5%	-1%	-4%
KCNH2 3.1 block	-4	24	-7	-2	12	-5	3	16
Giardia killer	-6	-22	4	-9	43[activator]	-11	5	3

41) COC(=O)C[C@H]1c2cc(C(F)(F)F)ccc2S(=O)(=O)N1Cc1ccccc1OC
42) COc1ccc(C(=O)NNC(=S)NC(=O)c2ccc(Cl)cc2)cc1
43) Cc1ccc2oc(=O)ccc2c1
44) CC(c1ccccc1C(=O)O)c1cc(F)cc2ccccc12 (centres undefined)
45) CCN(CC)c1ccc(C(=C2C=CC(=[N+](CC)CC)C=C2)c2ccc(S(=O)(=O)O)cc2S(=O)(=O)[O-])cc1
46) COC1=CC(=O)C=C(OC)C1(O)CC(C)=O
47) Cc1cc(C)c2c(n1)nn1c(NCCCN3CCOCC3)cc(C)nc21
48) CCCCN(CCCC)S(=O)(=O)c1ccc(N2CCCC2=O)c([N+](=O)[O-])c1

assay / compound	41	42	43	44	45	46	47	48
hERG WT inh	-18	0	0	7	-11	-1	11	25
uPA generation	9%	2%	1%	18%	u	u	-1%	4%
KCNH2 3.1 block	5	19	-1	-2	1	-3	5	3
Giardia killer	-14	-13	-17	4	u	-17	-7	3

49) CCOC(=O)c1ccccc1NC(=O)COC(=O)c1ccc(OCC(=O)N2CCOCC2)c(OCC)c1
50) COc1ccc(S(=O)(=O)NCCCc2ccccc2)cc1
51) COC(=O)C1OC1c1cc([N+](=O)[O-])ccc1OC (centres undefined)
52) CN(C(=O)c1cccc(NC(=O)Cc2ccc(NC(=O)C3CCN(C(=O)c4ccccc4)CC3)cc2)c1)C1CC1
53) COc1ccc(NC(=O)c2ccc3ccccc3c2OC)cc1
54) CC(C)(C)C(=O)C(C(c1ccccc1)N1CCOCC1)N1CCOCC1 (centres undefined)
55) O=C(Cc1ccccc1[N+](=O)[O-])NCC1(c2cccc3c2OCO3)OCCO1
56) Nc1ncnc2c1CN(Cc1ccccc1)CC2

assay / compound	49	50	51	52	53	54	55	56
hERG WT inh	2	0	22	-8	8	3	0	-12
uPA generation	2%	6%	-3%	-8%	-6%	2%	12%	0%
KCNH2 3.1 block	-1	10	1	-2	-32	0	-30	-17
Giardia killer	20	8	2	u	2	-3	-13	10

57) COC(C[C@H](O)C[C@H](O)[C@@H](C)OCc1ccccc1)OC
58) C[C@H](O)[C@@H]1C(=O)N2CCc3ccc(N4CCOCC4)cc3[C@@H]2C[C@@H]1N(C)S(=O)(=O)c1ccccc1
59) Clc1cc(Cl)c2nc(N3CCCC3)sc2c1
60) O=S(=O)(NCCCCNS(=O)(=O)c1ccc(F)cc1)c1ccc(F)cc1
61) CCOC(=O)c1ccc(N2Cc3ccccc3C2=NC(=O)c2cccc([N+](=O)[O-])c2)cc1
62) CCCCSc1nc2c([nH]1)c(=O)n(C)c(=S)n2C
63) COc1cccc(NC(=O)NCc2ccccc2Cl)c1
64) COc1ccc(-c2oc3cc(O)c(OC)c(O)c3c(=O)c2OC)cc1O

assay / compound	57	58	59	60	61	62	63	64
hERG WT inh	0	2	-8	-8	-6	3	4	6
uPA generation	15%	9%	3%	3%	-13%	-8%	1%	-14%
KCNH2 3.1 block	30	17	2	-6	-4	3	22	-10
Giardia killer	-7	-2	-12	6	-9	-24	4	-15

65) Nc1ccccc1/C=N\N=C/c1ccccc1N
66) O=C(CSc1c2c(nc3ccc(Cl)cc13)CCCC2)N1CCN(C(=O)c2ccco2)CC1
67) O=C(NN=Cc1ccccc1)NN=Cc1ccccc1
68) CCOc1ccccc1NC(=O)C1CCCC1
69) CC1(C)N=C(N)N=C(N)N1CCCCc1ccccc1
70) CCOC(=O)c1c(-c2ccccc2)c[nH]c1C
71) CC(C)C[C@@H](CNCC(=O)[C@H](Cc1c[nH]c2ccccc12)NC(=O)c1[nH]cnc1C(=O)N[C@@H](C)CN)NC(=O)c1nc[nH]c1C(=O)N[C@@H](CC(=O)O)C(=O)O
72) CCOC(=O)c1cnc[nH]c1=O

assay / compound	65	66	67	68	69	70	71	72
hERG WT inh	4	-4	-4	-84*	4	1	8	-4
uPA generation	-6%	u	-6%	-4%	-10%	3%	-2%	3%
KCNH2 3.1 block	5	-2	-1	3	-1	8	18	-5
Giardia killer	-4	4	-15	18	-13	-23	-15	33[activator]

73) Cc1cc(-c2ccc(NS(=O)(=O)c3ccccc3)c(C)c2)ccc1NS(=O)(=O)c1ccccc1
74) Cc1ccc(C2=CC(c3ccccc3)n3ncnc3N2)cc1 (centres undefined)
75) Cc1ccc(S(=O)(=O)Nc2ccccc2N=Cc2c(F)c(F)c(F)c(F)c2F)cc1
76) O=C(CCl)N1c2ccccc2Sc2c1ccc1ccccc21
77) O=C(CC(=O)c1ccccc1)CS(=O)(=O)c1ccccc1
78) O=C(O)c1c(Cl)cccc1Nc1ccccc1
79) C(=NOCCc1ccccc1)c1ccncc1
80) COc1ccc(/C=C/C(=O)NCCCNC(=O)/C=C/c2ccc(OC)c(OC)c2)cc1OC

assay / compound	73	74	75	76	77	78	79	80
hERG WT inh	-1	7	-10	19	-5	-4	0	17
uPA generation	14%	0%	2%	-10%	-2%	-3%	-2%	3%
KCNH2 3.1 block	-12	-10	-13	5	9	-2	3	3
Giardia killer	-3	-10	-27	2	-15	-9	-16	-4

81) COc1ccc(S(=O)(=O)N2CCCCC2)cc1NC(=O)CCc1cc(OC)c(OC)c(OC)c1
82) Cc1ccc(NC2(C#N)CCCC2)cc1
83) Cc1ccc2ccc3cccnc3c2n1
84) CCN1C[C@@H]2[C@@H]3C(=O)N(C)C(=O)[C@@H]3[C@](Cc3ccccc3)(C1=O)N2C(=O)c1ccc(C)cc1
85) CC1CCC/C(=C\c2ccc(O)cc2)C1=O (centres undefined)
86) Cn1c(=O)c2[nH]c(NN=Cc3cccc(Br)c3)nc2n(C)c1=O
87) O=c1[nH]cc(NCc2ccccc2)c(=O)[nH]1
88) O=C(CCSCCC(=O)NN=Cc1cccc(Cl)c1)NN=Cc1cccc(Cl)c1

assay / compound	81	82	83	84	85	86	87	88
hERG WT inh	33	3	14	-7	-1	10	3	3
uPA generation	29%	-6%	-9%	11%	u	-11%	5%	1%
KCNH2 3.1 block	2	-6	3	0	-5	9	-2	-39
Giardia killer	2	-8	-12	11	-3	-4	-4	-15

One compound at a time, from the list above.
`Nc1cc(N)c2c(c1)C(=O)c1ccccc1-2` in the list: hERG WT inh = -131*; uPA generation = 0%; KCNH2 3.1 block = -198*; Giardia killer = -3
`CC1(C)N=C(N)N=C(N)N1CCCCc1ccccc1` in the list: hERG WT inh = 4; uPA generation = -10%; KCNH2 3.1 block = -1; Giardia killer = -13
